# A3A deaminase: human APOBEC3A DNA deaminase inhibition; P31941; inhibition, % at 20 µM; hit rate 0.41% among 330,000; recombinant A3A, FAM/TAMRA ssDNA deamination fluorescence;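 active = at least 40% inhibition at 20 µM here, with at most 30% in a related deaminase screen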;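 also: plate controls were A3A with DMSO for no effect and wells lacking A3A enzyme for full effect; some results filed as inactive read as strong as hits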
# Target sequence (P31941 whole entry, looked up): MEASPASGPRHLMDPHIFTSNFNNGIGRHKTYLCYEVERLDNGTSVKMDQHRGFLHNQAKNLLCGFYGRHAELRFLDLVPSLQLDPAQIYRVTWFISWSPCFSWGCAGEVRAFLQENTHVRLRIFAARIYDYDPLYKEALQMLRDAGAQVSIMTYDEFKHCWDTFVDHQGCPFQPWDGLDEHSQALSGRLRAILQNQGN
# NR3A LBD binder: modulators (binders) of human NR3A ligand-binding domain; hit rate 2.5% among 340,000; NR3A LBD differential scanning fluorimetry, Tm shift; 0% = protein alone, 100% = glycine-bound protein; AID 1259313; Tm shift relative to glycine control, % at 25 µM;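 active = melting temperature shift of at least 10% of the positive control shift, at one fixed dose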
# Gli-Sufu block: blocks Gli-Sufu signaling in a luciferase reporter | AID 588413 | Sufu-KO-LIGHT fibroblasts, Gli luciferase reporter luminescence | hit rate 0.74% among 340,000 | inhibition, % at 5 µM;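 active = inhibition above about 55%, limit read from the data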;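 also: 0% = DMSO-treated cells and 100% = wells with medium but no cells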
# EBI2 block: antagonists of human EBI2 receptor. P32249. EBI2 beta-arrestin recruitment, luminescence, 7a,25-OHC stimulated. inhibition, % at 5 µM. hit rate 0.81% among 360,000. AID 651636; in the data active = inhibition above about 38%;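 also: enzyme fragment complementation signal reports receptor beta-arrestin coupling in cells; 0% = agonist plus DMSO wells and 100% = wells without agonist; some results beyond the cut were filed as inactive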
# APOBEC3G inh: blocks human APOBEC3G single-stranded DNA deamination; recombinant A3G, ssDNA deamination FAM/TAMRA fluorescence; inhibition, % at 20 µM; hit rate 0.28% among 330,000; AID 493012;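 active = inhibition of at least 40% at 20 µM, with no more than 30% in the related APOBEC3A deaminase screen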;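 also: plate controls were DMSO wells with A3G for no effect and wells lacking A3G enzyme for full effect; some compounds called inactive have numbers as strong as hits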
# Target sequence (Q9HC16 whole entry, looked up): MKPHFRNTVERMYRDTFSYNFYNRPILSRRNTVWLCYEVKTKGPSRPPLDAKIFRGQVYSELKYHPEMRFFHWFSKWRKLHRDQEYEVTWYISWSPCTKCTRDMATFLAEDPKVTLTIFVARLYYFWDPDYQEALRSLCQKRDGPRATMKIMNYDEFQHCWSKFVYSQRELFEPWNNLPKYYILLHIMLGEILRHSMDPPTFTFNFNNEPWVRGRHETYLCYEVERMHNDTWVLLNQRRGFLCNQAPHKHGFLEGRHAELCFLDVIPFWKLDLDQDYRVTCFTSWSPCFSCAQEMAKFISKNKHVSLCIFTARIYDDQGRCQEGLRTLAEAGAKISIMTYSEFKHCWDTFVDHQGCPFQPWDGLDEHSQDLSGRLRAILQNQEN
# MPTP block: inhibitors of mitochondrial permeability transition pore; isolated mouse mitochondria, Ca2+ swelling absorbance, 30 min; inhibition, % at 10 µM; hit rate 1.4% among 360,000;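 active = inhibition of 50% or more, scaled per plate between neutral and stimulator controls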;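 also: 0% = DMSO wells given calcium and 100% = 1 mM EGTA wells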
# CXCR6 inh: blocks human CXCR6 beta-arrestin recruitment; inhibition, % at 20 µM; hit rate 0.36% among 360,000; CHO-K1 PathHunter CXCR6 beta-arrestin, luminescence; in the data active = inhibition above about 34%, passing the limit was not always enough;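 also: antagonist mode with CXCL16 agonist at 10 nM final; 0% = 10 nM CXCL16 with DMSO and 100% = unstimulated wells without agonist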
# Target sequence (O00574 whole entry, looked up): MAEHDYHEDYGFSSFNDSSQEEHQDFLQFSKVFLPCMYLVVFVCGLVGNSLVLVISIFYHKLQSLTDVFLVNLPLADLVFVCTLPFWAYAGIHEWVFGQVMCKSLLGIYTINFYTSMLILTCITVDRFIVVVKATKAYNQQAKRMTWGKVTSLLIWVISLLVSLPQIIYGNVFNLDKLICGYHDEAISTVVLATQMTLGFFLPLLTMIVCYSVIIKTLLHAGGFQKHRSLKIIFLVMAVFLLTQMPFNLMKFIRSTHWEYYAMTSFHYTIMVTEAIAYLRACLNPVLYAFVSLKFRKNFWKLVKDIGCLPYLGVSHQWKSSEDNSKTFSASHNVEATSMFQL
# CCR6 antag: blocks CCL20-driven beta-arrestin recruitment at human CCR6; P51684; CHO-K1 CCR6 PathHunter beta-arrestin, luminescence, CCL20-stimulated; inhibition, % at 20 µM; hit rate 0.49% among 340,000; AID 493098;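 active = compounds whose inhibition of the agonist-driven luminescence signal at 20 µM reaches about 50%, limit read from the data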;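 also: cells stimulated with CCL20 at 14 nM final; plate controls were DMSO with CCL20 for no effect and DMSO without agonist for full effect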
# * hit, by the source's call; nt = not tested or not shown.
1) CCCCC(=O)Nc1cccc(NC(=O)c2ccc(Br)o2)c1
2) CC(=O)OCc1c(C(F)(F)F)nn(C)c1Oc1cccc(C(F)(F)F)c1
3) O=C(N/N=C/c1ccncc1)c1nc(-c2ccccc2)n2c1CCCCC2
4) Cc1ccccc1CN1CCN(S(=O)(=O)c2cccc3nsnc23)CC1
5) CCOc1ccc(NC(=O)COc2ccc(C(=O)NCc3cccnc3)cc2OC)cc1
6) CC(Cc1cccs1)NC(=O)Nc1ccc(F)cc1 (centres undefined)
7) CCOC(=O)C1=C(CS(=O)(=O)c2ccc(C)cc2)NC(=O)NC1c1cc(OC)c(O)c(OC)c1 (centres undefined)
8) CC(=O)OC(C#CCN1CCOCC1)c1ccccc1 (centres undefined)
Assay by compound	1	2	3	4	5	6	7	8
A3A deaminase	-1	-5	-4	0	-2	3	-4	1
NR3A LBD binder	1	2	2	0	1	1	3	3
Gli-Sufu block	-9	9	14	10	6	6	1	1
EBI2 block	1	0	-5	8	2	-2	6	-11
APOBEC3G inh	-5	0	-2	-3	1	-3	-4	0
MPTP block	-0.6	0.0	6.8	-0.5	-1.1	5.4	-3.2	1.6
CXCR6 inh	-4	5	7	-4	3	-2	-2	-14
CCR6 antag	-17	6	11	16	16	-2	-2	-14

# One compound at a time (already shown). Screens in order: A3A deaminase, NR3A LBD binder, Gli-Sufu block, EBI2 block, APOBEC3G inh, MPTP block, CXCR6 inh, CCR6 antag
# CCOc1ccc(NC(=O)COc2ccc(C(=O)NCc3cccnc3)cc2OC)cc1 across the screens: -2, 1, 6, 2, 1, -1.1, 3, 16
# CC(=O)OCc1c(C(F)(F)F)nn(C)c1Oc1cccc(C(F)(F)F)c1 across the screens: -5, 2, 9, 0, 0, 0.0, 5, 6

# The main list resumes, starting four compounds before the break.
5) CCOc1ccc(NC(=O)COc2ccc(C(=O)NCc3cccnc3)cc2OC)cc1
6) CC(Cc1cccs1)NC(=O)Nc1ccc(F)cc1 (centres undefined)
7) CCOC(=O)C1=C(CS(=O)(=O)c2ccc(C)cc2)NC(=O)NC1c1cc(OC)c(O)c(OC)c1 (centres undefined)
8) CC(=O)OC(C#CCN1CCOCC1)c1ccccc1 (centres undefined)
9) CN(C)Cc1nc2ccccc2c(=O)n1Cc1nc(-c2cccc([N+](=O)[O-])c2)cs1
10) C/C=C/c1ccc(Oc2nnnn2-c2ccc(C(N)=O)cc2)c(OC)c1
11) CC(C)NS(=O)(=O)c1ccc(CCC(=O)NCc2ccco2)cc1
12) Cc1c(CCO)c(=O)n(-c2ccccc2)n1S(=O)(=O)c1ccc(Cl)cc1
13) Cc1nnc(N/N=C/c2c(Cl)cccc2Cl)n1N
14) O=C(CN1CCOCC1)Nc1nc2ccc(Cl)cc2s1
15) CCC(/C=N/NC(=O)C1COc2ccccc2O1)CC (centres undefined)
16) Cc1ccccc1C1C(C#N)=C2N=C(N)c3ccccc3N2C2=C1C(=O)CCC2 (centres undefined)
Assay by compound	5	6	7	8	9	10	11	12	13	14	15	16
A3A deaminase	-2	3	-4	1	9	-4	-1	-4	1	3	4	-2
NR3A LBD binder	1	1	3	3	-3	-2	-1	4	-2	-2	-8	-1
Gli-Sufu block	6	6	1	1	4	8	3	-6	-9	-23	-3	5
EBI2 block	2	-2	6	-11	10	8	1	5	-4	-1	-9	-9
APOBEC3G inh	1	-3	-4	0	7	-7	1	-3	0	-2	1	-8
MPTP block	-1.1	5.4	-3.2	1.6	-0.4	0.8	1.2	-0.7	-0.9	-0.4	-1.5	2.4
CXCR6 inh	3	-2	-2	-14	4	-10	-2	-3	-4	1	-17	7
CCR6 antag	16	-2	-2	-14	-3	2	6	-7	1	11	-12	19

17) Cc1[nH]n(-c2ncc(-c3ccccc3)s2)c(=O)c1C(c1ccc(Br)cc1)C(C#N)C#N (centres undefined)
18) Cc1ccc(C(CNS(=O)(=O)c2ccc(Cl)cc2)N2CCN(C)CC2)cc1 (centres undefined)
19) COc1ccccc1N1CCN(C(=O)c2sc3nc4n(c(=O)c3c2C)CCC4)CC1
20) O=C(NCSc1ccncn1)c1ccccc1
21) Cc1nn(-c2ccccc2)c(N)c1C(O)(C(F)(F)F)C(F)(F)F
22) CSc1nc(N)c2c3c(sc2n1)CN(C)CC3
23) C=CCN1CCN(C(=O)CCc2ccccc2)CC1
24) Cc1ccc(S(=O)(=O)NCCC(=O)N2CCCCCC2)cc1
Assay by compound	17	18	19	20	21	22	23	24
A3A deaminase	1	-5	-1	-10	0	1	-4	0
NR3A LBD binder	6	1	-9	2	1	2	0	-1
Gli-Sufu block	4	9	-1	-31	-7	2	-17	-8
EBI2 block	16	-16	-1	-6	-10	-4	13	-5
APOBEC3G inh	-2	-8	-1	3	-9	-3	-8	1
MPTP block	38	2.6	-0.8	-3.4	0.6	-1.2	2.4	-1.0
CXCR6 inh	14	1	1	4	-14	-8	0	-1
CCR6 antag	26	12	0	-3	1	11	-6	0

# The last 2 compounds of the part above lead into the next:
23) C=CCN1CCN(C(=O)CCc2ccccc2)CC1
24) Cc1ccc(S(=O)(=O)NCCC(=O)N2CCCCCC2)cc1
25) O=C(CSc1nc(-c2ccco2)cc(C(F)(F)F)n1)Nc1cccnc1
26) Cc1ccc(S(=O)(=O)N2CCN(C(=O)CSc3nc4ccccc4c(=O)[nH]3)CC2)cc1
27) CCN(CC)C(=O)Cn1cc(S(=O)(=O)CC(=O)NCc2ccc(C)cc2)c2ccccc21
28) COc1ccc(OC)c(NP2(=O)OCC(C)([N+](=O)[O-])CO2)c1 (centres undefined)
29) Cc1c(Br)c([N+](=O)[O-])nn1CC(=O)NC1CCCCCC1
30) CN(CCc1ccccc1)C(=O)c1ccc(NC(=O)Cc2cccc(NC(=O)C3CCN(C(=O)C4CC4)CC3)c2)cc1
31) CC1Cc2cc(-c3csc(N)n3)ccc2O1 (centres undefined)
32) CC(C)NC(=O)c1sc(=S)n2c1[nH]c(=O)c1ccc(C(=O)NCCc3ccc(Cl)cc3)cc12
Assay by compound	23	24	25	26	27	28	29	30	31	32
A3A deaminase	-4	0	-1	-4	-2	nt	3	nt	-6	-7
NR3A LBD binder	0	-1	-15	1	2	-2	0	-1	0	-5
Gli-Sufu block	-17	-8	8	16	3	19	-3	-16	-73	10
EBI2 block	13	-5	2	3	10	-5	-5	-6	4	9
APOBEC3G inh	-8	1	-1	-8	-10	nt	5	nt	-9	-9
MPTP block	2.4	-1.0	0.0	0.1	-1.4	-1.4	1.0	0.7	-0.4	49
CXCR6 inh	0	-1	8	2	-6	2	-1	11	7	14
CCR6 antag	-6	0	16	1	10	-4	15	2	12	24

33) Oc1ccccc1-c1nc2cnccn2c1Nc1ccc2c(c1)OCCO2
34) CSc1ncccc1C(=O)N1CCN(S(=O)(=O)c2ccc3c(c2)OCCO3)CC1
35) COc1ccc(C2N(C(=O)N(C)C)CCN2S(=O)(=O)c2ccc(OC)cc2)cc1 (centres undefined)
36) COc1ccc(CN(C)CCCn2cnc3c(OCc4ccccc4)ncnc32)cc1
37) COc1ccc(NC(=O)CCN2CCCCC2)cc1
38) COc1ccc(NC(=O)CNS(=O)(=O)c2ccc(Cl)cc2)cc1
39) COc1cccc(C(=O)c2c(C)c(CCC#N)n3ccccc23)c1
40) CCN1/C(=C2/SC(=S)N(NC(C)=O)C2=O)Sc2ccc(OC)cc21
Assay by compound	33	34	35	36	37	38	39	40
A3A deaminase	-3	-5	0	nt	5	0	-6	-3
NR3A LBD binder	-7	0	1	-1	-2	1	-1	0
Gli-Sufu block	-10	24	24	0	1	3	37	0
EBI2 block	40	-11	-1	11	5	-6	9	4
APOBEC3G inh	-4	-8	-7	nt	2	2	-4	-2
MPTP block	1.0	-2.7	-2.2	1.1	0.3	-0.6	0.7	1.2
CXCR6 inh	6	-11	-1	-2	-1	-9	4	13
CCR6 antag	3	11	0	2	-5	14	-7	21

41) S=c1[nH]nc(-c2ccccc2)n1/N=C/c1ccc(Cl)cc1
42) C=CCc1ccc(OCCOCCOc2ccccc2[N+](=O)[O-])c(OC)c1
43) Cc1ccc(C)c2[nH]c(=O)c(CCNC(=O)Cc3cccs3)cc12
44) c1ccc(-c2sc3ccccc3c2-c2ccc(OCCN3CCCCC3)cc2)cc1
45) COC(=O)c1cccc(NC(=O)Cc2ccccc2[N+](=O)[O-])c1C
46) CCOC(=O)c1nc(C)n(-c2cc(OC)c(Cl)cc2Cl)n1
47) O=C(CCCl)Nc1nc2c(s1)CCc1ccccc1-2
48) O=C(N/N=C/c1c[nH]c2ccccc12)c1ccccc1Cl
Assay by compound	41	42	43	44	45	46	47	48
A3A deaminase	nt	-2	-3	-3	-4	-3	7	0
NR3A LBD binder	-5	-3	-1	-1	4	-2	-5	-1
Gli-Sufu block	0	0	-7	0	-1	5	1	-3
EBI2 block	8	7	0	-4	-6	-9	17	17
APOBEC3G inh	nt	-7	-10	-1	-5	-5	5	-6
MPTP block	1.3	-1.1	-2.0	-0.3	0.5	-1.5	1.0	0.7
CXCR6 inh	-3	-2	1	0	-7	1	-24	-2
CCR6 antag	19	18	12	2	9	9	0	4

49) CCn1nccc1C(=O)Nc1cc(Cl)cc(Cl)c1
50) S=c1[nH]nc(CSCc2ccc(Cl)cc2Cl)n1-c1ccccc1
51) CCC(Oc1ccccc1)C(=O)N1CCN(C(=O)C(CC)Oc2ccccc2)CC1 (centres undefined)
52) CSCC[C@H](NC(=O)[C@@H]1Cc2ccccc2CN1)C(=O)NC(C)c1ccccc1 (some centres undefined)
53) CN(C)c1cc(NC(=O)CN2CCCC2)c2ccccc2n1
54) COCCOc1ccc(C(F)(F)F)cc1NC(=O)COC(=O)c1ccc(N2CCCC2=O)cc1
55) COc1ccc(/C=C2\SC(=O)N(CC(=O)Nc3cccc(C)c3)C2=O)cc1O
56) O=C(c1ccc(Cl)nc1)N1CCc2ccccc2C1
Assay by compound	49	50	51	52	53	54	55	56
A3A deaminase	8	-7	-2	0	-2	-2	-2	-1
NR3A LBD binder	-7	-8	-1	-3	0	-1	6	0
Gli-Sufu block	21	-6	4	2	-15	12	-24	6
EBI2 block	-2	16	-6	-2	13	1	11	-5
APOBEC3G inh	3	-6	-3	0	-3	-7	8	-5
MPTP block	66*	-0.2	-1.2	2.9	2.2	-0.8	0.6	0.3
CXCR6 inh	-10	18	5	0	4	4	-8	9
CCR6 antag	6	17	7	-4	11	1	12	-5

57) COc1cc(NC(C)=O)c2ncccc2c1[N+](=O)[O-]
58) S=c1[nH]nc(-c2ccco2)n1-c1ccccc1Cl
59) Cc1nn(C)c(Cl)c1C(=O)NCC(=O)Nc1ccc(C(C)C)cc1
60) O=C(NCC1OCCCN1S(=O)(=O)c1cc(F)ccc1F)C(=O)NC1CCCC1 (centres undefined)
61) CC(=O)Nc1cccc(NC(=O)CSc2ccc(-c3ccccn3)nn2)c1
62) N#Cc1nc(Cc2cccc3ccccc23)oc1NCc1ccco1
63) CCCCCOc1ccc(C(=O)N(Cc2ccco2)C2CCS(=O)(=O)C2)cc1 (centres undefined)
64) O=C(COc1ccc2c3c(c(=O)oc2c1)CCC3)Nc1ccc(CN2CCOCC2)cc1
Assay by compound	57	58	59	60	61	62	63	64
A3A deaminase	0	-1	-5	-4	-1	-1	2	1
NR3A LBD binder	-7	1	-2	-1	1	-4	0	1
Gli-Sufu block	-10	-1	-5	-7	-9	9	18	-7
EBI2 block	-26	-5	-9	-5	2	11	10	2
APOBEC3G inh	-5	42*	-3	-5	-3	-4	-1	-1
MPTP block	5.8	0.7	0.0	-0.6	-0.4	0.7	-2.6	1.4
CXCR6 inh	-14	8	-11	2	4	2	6	-9
CCR6 antag	-6	0	-21	6	0	16	7	6
